Screens (PubChem BioAssay)
LYPLA1 counter – counter-screen for PME1 inhibitors: inhibitors of human LYPLA1; O75608; recombinant LYPLA1, FP-Rh probe fluorescence polarization; inhibition, % at 5.9 µM; actives 0.16% (n = 320,000); AID 2174;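 active = inhibition above the mean of all tested compounds plus 3 SD, set per campaign, cut at about 14% in these data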;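 note: inhibitors block serine hydrolase probe labeling of LYPLA1 so polarization falls; 0% = enzyme with DMSO and 100% = wells lacking LYPLA1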
Target sequence (O75608 whole entry, looked up): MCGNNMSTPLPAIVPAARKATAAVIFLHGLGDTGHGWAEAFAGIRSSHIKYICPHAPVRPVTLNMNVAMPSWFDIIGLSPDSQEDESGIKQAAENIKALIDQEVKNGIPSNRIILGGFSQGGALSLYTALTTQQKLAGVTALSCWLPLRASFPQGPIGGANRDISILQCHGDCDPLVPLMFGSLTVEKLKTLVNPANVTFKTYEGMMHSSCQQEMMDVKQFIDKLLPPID
PAFAH1B2 FP inh – blocks human PAF acetylhydrolase 1b catalytic subunit 2 | P68402 | recombinant PAFAH1B2, FP-rhodamine activity probe, fluorescence polarization | inhibition, % at 3.39 µM | actives 1.2% (n = 340,000);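 active = inhibition above the mean of all tested compounds plus 3 SD, cut at about 24% in these data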;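 note: 0% = enzyme with DMSO and 100% = wells lacking PAFAH1B2; many of its hits are not listed in these tables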
PAFAH1B3 FP inh – inhibitors of human PAFAH1B3; inhibition, % at 3.39 µM; Q15102; actives 0.28% (n = 340,000); recombinant PAFAH1B3, FP-rhodamine probe, fluorescence polarization; AID 492972;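 active = inhibition above the screen-wide average of all tested compounds plus 3 SD, cut at about 25% in these data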;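 note: 0% = enzyme with DMSO only and 100% = wells lacking PAFAH1B3 protein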
Target sequence (Q15102 whole entry, looked up): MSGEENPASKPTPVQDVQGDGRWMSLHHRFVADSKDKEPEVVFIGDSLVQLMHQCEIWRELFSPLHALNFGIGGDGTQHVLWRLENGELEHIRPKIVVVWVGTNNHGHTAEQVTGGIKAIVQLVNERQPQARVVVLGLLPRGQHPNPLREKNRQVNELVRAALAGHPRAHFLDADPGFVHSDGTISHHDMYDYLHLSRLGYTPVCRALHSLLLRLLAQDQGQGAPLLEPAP
LYPLA2 inh – blocks human lysophospholipase 2, a PME1 counter-screen; recombinant LYPLA2, FP-Rh probe fluorescence polarization; inhibition, % at 5.9 µM; actives 0.38% (n = 320,000); AID 2177;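 active = inhibition above the screen-wide mean plus 3 SD, limit set per campaign, cut at about 26% in these data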;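 note: 0% = LYPLA2 with DMSO and 100% = wells lacking LYPLA2 enzyme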
PAD4 FP inh – inhibitors of human PAD4. actives 0.41% (n = 330,000). AID 485272. recombinant PAD4, RCA probe fluorescence polarization. inhibition, % at 6.36 µM;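 active = percent inhibition above a cutoff equal to the mean of all tested compounds plus 3 SD, cut at about 15% in these data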;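 note: 0% = PAD4 with RCA probe and DMSO and 100% = probe without PAD4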
pPAFAH FP inh – pPAFAH (human) enzyme inhibition; inhibition, % at 3.39 µM; recombinant pPAFAH, FP-rhodamine probe fluorescence polarization; AID 463082; actives 1.5% (n = 330,000); Q13093;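 active = inhibition above the mean inhibition across the screen plus 3 SD, cut at about 25% in these data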;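 note: inhibitors block binding of the rhodamine activity-based probe so polarization drops; 0% = enzyme with DMSO and 100% = wells lacking pPAFAH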
PME-1 inh – PME-1 (human) inhibition; inhibition, % at 5.9 µM; Q9Y570; recombinant PME-1, FP-Rh probe fluorescence polarization; actives 0.53% (n = 320,000);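 active = inhibition above the campaign mean of all compounds plus 3 SD, cut at about 26% in these data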;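 note: competitive labeling of PME-1 active site by serine hydrolase directed probe; 0% = PME-1 with DMSO and 100% = wells lacking PME-1 enzyme; inhibitors block probe labeling so polarization falls and inhibition rises; many of its hits are not listed in these tables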
Target sequence (Q9Y570 whole entry, looked up): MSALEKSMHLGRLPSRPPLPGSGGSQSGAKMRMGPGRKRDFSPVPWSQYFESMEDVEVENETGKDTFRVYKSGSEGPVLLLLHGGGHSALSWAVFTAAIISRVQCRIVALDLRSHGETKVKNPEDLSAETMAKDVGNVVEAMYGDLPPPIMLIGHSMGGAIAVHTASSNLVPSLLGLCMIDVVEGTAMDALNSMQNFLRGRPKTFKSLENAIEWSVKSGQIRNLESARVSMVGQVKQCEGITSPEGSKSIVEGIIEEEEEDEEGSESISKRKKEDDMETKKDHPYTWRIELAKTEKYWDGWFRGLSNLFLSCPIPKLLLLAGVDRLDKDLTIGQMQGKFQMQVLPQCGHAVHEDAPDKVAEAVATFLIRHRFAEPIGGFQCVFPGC
GSTO1 counter – blocks human GSTO1 in RBBP9 counter-screen; P78417; recombinant GSTO1, activity-based probe fluorescence polarization; inhibition, % at 5.96 µM; actives 1.1% (n = 300,000); AID 1974;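 active = inhibition above the campaign mean inhibition plus 3 SD, cut at about 35% in these data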;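 note: 0% = GSTO1-1 with DMSO and 100% = wells lacking GSTO1-1 enzyme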
PREPL inhibitor – inhibitors of human prolyl oligopeptidase-like enzyme PREPL; Q4J6C6; recombinant PREPL, fluorescence polarization activity-based probe; inhibition, % at 5.96 µM; actives 0.68% (n = 320,000); AID 2751; in the data active = inhibition above about 43%;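 note: 0% = enzyme with DMSO and 100% = wells lacking enzyme; many of its hits are not listed in these tables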
* = called active by the depositor; · = not tested or not shown. Not all compounds are listed. The share of hits here may be higher or lower than overall.

compound,LYPLA1 counter,PAFAH1B2 FP inh,PAFAH1B3 FP inh,LYPLA2 inh,PAD4 FP inh,pPAFAH FP inh,PME-1 inh,GSTO1 counter,PREPL inhibitor
N#Cc1cccc(NC(=O)CSc2nnc(C3CC3)n2C2CC2)c1,3,4,6,-3,-6,-2,1,·,76*
COCCN1C(=O)c2ccc(C(=O)NCc3ccco3)cc2C1=O,-1,-1,-2,-3,-2,0,0,1,-3
COc1cccc(/C=N/NC(=O)c2csc(-n3nc(C)cc3C(F)(F)F)n2)c1,-4,1,4,-3,-3,-6,-1,1,-12
O=C(CN1CC[n+]2c(-c3ccccc3)csc21)c1ccc(Br)cc1,-2,·,·,-2,13,8,0,-5,22
Cc1ccc(NC(=O)C2=COCCO2)cc1S(=O)(=O)N1CCOCC1,-2,1,13,0,3,-1,3,·,-5
CCn1c(SCC(=O)N2CCN(c3ccccc3)CC2)nc2c([nH]c3ccccc32)c1=O,-2,0,6,-2,-6,1,2,2,27
COc1ccc(C(C2C(=O)CC(C)(C)CC2=O)C2C(=O)CC(C)(C)CC2=O)cc1,4,9,-3,3,2,3,-3,15,14
COc1cccc2cc(C(=O)C3=C(O)C(=O)N(CCN4CCOCC4)C3c3ccc(Cl)cc3)oc12 (centres undefined),-3,-2,2,-6,-2,1,2,11,15
CSCCC(NC(=O)OC(C)(C)C)C(=O)NC(C(=O)NC(CC(C)C)C(N)=O)C(C)C (centres undefined),2,0,1,-1,-4,0,1,-4,14
COc1cc(/C=C/C(=O)O)ccc1OCc1ccccc1C#N,-2,-1,-6,1,5,8,-1,-4,7
COc1cc(CNC2CCCC2)cc(OC)c1OC,2,8,3,3,-4,-2,-6,-2,11
Cc1nnc(SCCn2c(N3CCCC(C)C3)nc3c2c(=O)n(C)c(=O)n3C)s1 (centres undefined),-3,5,3,-3,0,-5,-4,-1,20
Oc1cccc(NC(=S)Nc2ccc(SC(F)F)cc2)c1,-5,5,4,-6,-3,10,7,-6,2
CC(C)(C)c1cc(=O)n2c(nc3ccccc32)[nH]1,0,-2,-1,2,-2,7,5,1,15
O=C(COc1ccccc1[N+](=O)[O-])N/N=C/C=C/c1ccco1,6,2,10,4,-3,5,1,4,8
CC1=NNC(=O)C1CCC(=O)N/N=C/c1c(Cl)cccc1Cl (centres undefined),0,7,-2,-3,-2,-5,-7,-6,-8
O=C(C[n+]1cc(-c2ccc(F)cc2)n2c1CCC2)c1cccs1,-3,-1,-1,-5,-3,-4,0,6,-8
Cc1ccccc1NC(=O)CN1CCC(C(=O)c2ccc3c(c2)OCCO3)CC1,9,2,9,0,3,1,-3,3,-2
CCCN(C(=O)c1cn(C)c(=O)c2ccccc12)c1ccccc1C,-1,6,4,-1,-3,4,-1,-7,-1
CSCCC(NC(=O)COc1ccccc1)C(=O)OCCOc1ccc(F)cc1 (centres undefined),1,7,6,-3,-2,4,0,-1,-10
COc1ccc(-c2nc3ccccc3c(=O)n2O)cc1,-2,6,8,-4,0,1,-1,14,-5
CN(CCOc1ccc(Cl)cc1)C(=O)c1cc(S(=O)(=O)N2CCOCC2)ccc1N1CCCC1,1,6,4,3,-4,-1,1,·,19
O=S1(=O)c2cccc3cccc(c23)N1Cc1nnc(-c2ccccc2Br)o1,1,-2,2,3,1,7,12,6,-9
Cc1nc(NC(=O)/C=C/c2ccccc2)sc1C(=O)Nc1ccccc1Cl,1,-2,-4,-3,-1,-7,-8,0,-8
Cc1sc2nc(SCC(N)=O)n(-c3ccccc3)c(=O)c2c1C,2,3,8,10,-1,-3,-1,10,-3

Single entries from the entries so far:
CCn1c(SCC(=O)N2CCN(c3ccccc3)CC2)nc2c([nH]c3ccccc32)c1=O @ PREPL inhibitor: 27
CSCCC(NC(=O)COc1ccccc1)C(=O)OCCOc1ccc(F)cc1 (centres undefined) @ LYPLA2 inh: -3

Continued.
compound,LYPLA1 counter,PAFAH1B2 FP inh,PAFAH1B3 FP inh,LYPLA2 inh,PAD4 FP inh,pPAFAH FP inh,PME-1 inh,GSTO1 counter,PREPL inhibitor
CC(C)n1c(SCC(=O)Nc2nc3c(s2)CCCC3)nc2c1c(=O)n(C)c(=O)n2C,-2,4,9,1,2,0,7,14,36
Cc1nccn1CCCNC(=O)CC1C(=O)NCCN1Cc1ccccc1C(F)(F)F (centres undefined),0,1,10,3,2,2,3,3,7
CC1CCCCN1CCCNC(=O)c1ccc2nc(N3CCCCC3)sc2c1 (centres undefined),0,5,1,-1,-1,-5,-5,6,-2
CCN(CC(=O)Nc1ccc(NC(C)=O)cc1)C(=O)/C=C/c1ccc(C)o1,-1,4,7,-9,0,-2,-4,·,19
CN(C)S(=O)(=O)c1ccc(C(=O)NCC(=O)N/N=C/c2ccccc2)cc1,-1,0,3,-4,-1,2,-2,0,12
Cn1nc(NC(=O)C(F)(F)F)c2ncc(-c3ccc(Cl)cc3)nc21,-6,1,2,4,-2,6,3,-4,9
Cn1c(=O)c2c(ncn2C)n(C)c1=O,0,3,8,5,2,-3,-1,4,11
CC(=O)Nc1ccc(NC(=O)c2c([N+](=O)[O-])cnn2C)cc1,4,0,11,1,-1,-2,-5,6,12
O=C(Nc1cc(C(F)(F)F)ccc1N1CCCC1)C1=COCCO1,7,-3,5,5,-4,4,5,-2,5
O=S(=O)(c1ccccc1)n1ccc(-c2cnc(-c3ccccc3)s2)n1,1,1,-5,-1,0,5,1,2,8
O=C(OCc1ccc(-c2ccccc2)cc1)c1cccc(O)c1,-7,1,-1,-19,-3,-5,-24,-8,-3
CCOc1ccccc1C(=O)NC1CCNCC1,1,5,4,5,-7,4,-1,2,2
O=C(CCNC(=O)c1ccccc1Cl)NC1=NCCS1,4,2,6,5,-4,0,-3,-9,12
O=C(CCl)N1CCN(S(=O)(=O)Cc2ccccc2)CC1,-6,-3,3,-12,-5,-4,-2,·,0
O=[N+]([O-])c1ccc2nc(-c3ccc(Cl)cc3)[nH]c2c1,-10,1,0,-12,-1,11,-11,-8,18
O=C(O)COCC(=O)N1CCc2c([nH]c3ccccc23)C1C(F)(F)F (centres undefined),0,-1,2,-1,3,3,3,4,13
Cc1cc2ccccn2c1C(=O)Nc1ccccc1,1,4,10,-2,-8,2,0,9,8
CCc1cc2c(SCC(=O)O)ncnc2s1,-3,2,3,8,2,1,-2,-4,-1
O=C(Nc1ccccc1N1CCCC1)c1cccc(Cl)c1Cl,1,8,6,4,0,4,-3,2,2
CCN(CC)C(=O)Oc1ccc2ccccc2c1Br,-1,6,7,-3,-7,-4,-4,1,10
N#CCOC(=O)[C@H](Cc1ccccc1)N1C(=O)c2ccccc2C1=O,-3,1,2,-2,1,2,3,3,-9
O=C(Cn1cnc2ccccc21)Nc1ccc(C(=O)O)cc1,-3,0,-1,-6,2,-1,1,1,-5
Cc1cc(C(=O)NC2CCCCCC2)c2ccccc2n1,·,2,10,·,1,2,·,·,6
OCCC1CN(Cc2ccn[nH]2)CCN1Cc1ccc(F)c(F)c1 (centres undefined),3,2,-1,5,-1,4,0,-4,-6
FC(F)(F)c1cc(CCN2C(=S)NC[C@@H]2CC2CCCCC2)cc(C(F)(F)F)c1,-2,-1,-1,-5,3,5,-1,2,-3
O=C(COc1ccc2ccccc2c1)Nc1cccc2c1C(=O)NC2=O,1,·,·,-6,0,5,-3,2,9
COCCN(C(=O)CC1CCCC1)c1c(N)n(CC(C)C)c(=O)[nH]c1=O,0,-2,4,9,1,-3,1,·,22
O=C(CCSc1ccc(Cl)cc1)NCc1ccncc1,0,12,0,4,6,2,5,0,8
CCOC1=C/C(=C/c2c(N)n3nc(S(=O)(=O)CC)sc3nc2=O)C=CC1=O,-1,10,1,-7,3,1,1,9,17
C=CCn1c(-c2ccc(OC)c(OC)c2)n[nH]c1=S,-4,2,0,-7,4,-2,-5,1,10
COc1ccc(OC)c(C2CC(=O)C(C)C(c3cc(OC)ccc3OC)N2)c1 (centres undefined),0,-1,6,0,-1,11,-2,-8,1
CC(C)(C)n1nnc(CCc2nnn(C(C)(C)C)n2)n1,-2,-3,7,-4,0,-4,1,3,-8
CCN(CC)CCNC(=O)c1ccc(Cl)c(S(=O)(=O)N2CCCCCC2)c1,3,1,5,3,0,-4,-4,-2,-4
Cc1ccc2[nH]c(C(=O)O)c(NC(=O)[C@@H]3C[C@@H]3c3ccccc3)c2c1,1,31*,3,-2,-4,7,6,-5,-12
COc1ccc(NC(=O)CN(C)C(=O)c2cccc(S(=O)(=O)N3CCN(C)CC3)c2)cc1,1,2,0,-1,-8,-3,2,-2,6
CC1CN(S(=O)(=O)c2cccc(C(=O)OCc3cc(=O)oc4cc(O)ccc34)c2)CC(C)O1 (centres undefined),-5,5,-5,6,-4,8,4,12,-4
O=C(NCc1ccccc1)C1=C[C@H](c2ccc(Br)cc2)C[C@H](OCCCCO)O1,0,1,0,3,-2,12,5,3,-6
O=C(c1ccccc1OCc1ccc(Cl)cc1)N1CCN(c2ccccn2)CC1,-4,4,0,-6,-2,-3,-2,10,-47
NCCc1c(C(=O)O)[nH]c2ccc([N+](=O)[O-])cc12,-1,6,8,0,2,3,5,-1,0
COC(=O)C1CCN(C(=O)c2ccc3oc(Cc4ccc(Cl)cc4)nc3c2)CC1,3,-2,5,8,-4,8,-2,0,17
